Bioassay records (PubChem BioAssay)
Yeast tox = Compounds toxic to wild-type S. cerevisiae growth | growth inhibition, % at 25 µM (by protocol) | A595 turbidity, 16 h | 30,000 tested, 0.3% active;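 active means mutant and wild-type yeast strains alike exhibit over 30% growth inhibition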;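 further: 0% = untreated cell controls and 100% = YPD media blanks without cells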
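system = S. cerevisiae wild-type or eIF2Bepsilon-R284H mutant strain | buffer or medium = YPD medium | dosing = one dose, 25 µM compound, 0.2% DMSO | schedule = 16 h at 30 °C | measured by = A595 turbidity | evaluation = growth inhibition (%) versus cell controls and blanks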
eIF2B yeast act = eIF2B (yeast) activity modulation | S. cerevisiae eIF2B-epsilon R284H, GCN4-lacZ luminescence | 27,000 tested, 0.91% active | inhibition, % at 25 µM (by protocol);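 active means mutant luminescence inhibited past about 50% while wild type luminescence and mutant growth stay under set limits, limit read from the data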; further: some compounds called inactive have numbers as strong as hits
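Material – yeast eIF2B-epsilon R284H mutant carrying GCN4–beta-galactosidase fusion · Medium – YPD yeast growth medium · Compound – one concentration, 25 µM, 0.25% DMSO · Times – 16 h at 30 °C exposure · Signal – Beta-Glo luminescence plus absorbance at 595 nm · Read-out – % inhibition of reporter signal and growth versus controls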
Yeast tox inhibition % = further read-out of Yeast tox, marked with its call; growth inhibition, %; S. cerevisiae eIF2Bepsilon-R284H mutant growth, A595 turbidity, 16 h;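 each compound tested once at 25 µM; 0% equals untreated cells and 100% equals cell-free medium blanks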
eIF2B yeast act mutant toxicity = second read-out of eIF2B yeast act, no call of its own (marks repeat the call); growth inhibition, %; measured here: mutant yeast growth, toxicity;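 each compound tested once at 25 µM; zero equals untreated control growth and 100 equals blank medium absorbance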
* = called active by the depositor; x = not tested or not shown.

Keys: A = Yeast tox; B = Yeast tox inhibition %; C = eIF2B yeast act; D = eIF2B yeast act mutant toxicity
> CCCCC(c1nnnn1CC1CCCO1)N1CCN(c2nc3ccccc3s2)CC1 (stereo unspecified)
  A: -14 | B: 4 | C: 8 | D: 4

> CN1CCN(CCCn2cnc3c(=O)oc4ccccc4c32)CC1
  A: 19 | B: 3 | C: 9 | D: 3

> CSc1nnnn1-c1ccc(C(=O)O)cc1
  A: -1 | B: -23 | C: -7 | D: -23

> CCN(C(=O)c1ccc(NC(C)=O)cc1)c1ccccc1
  A: 20 | B: 20 | C: 9 | D: 20

> CC(C)(C)NC(=O)COC(=O)c1cncc(Br)c1
  A: 43 | B: -19 | C: 2 | D: -19

> Cc1ccccc1N(CC(=O)NC1CCCC1)C(=O)C1(C)CC(=O)N=C2C=CC=CN21 (stereo unspecified)
  A: 7 | B: 19 | C: x | D: x

> Cc1cc(C(=O)Nc2ccc(S(=O)(=O)N3CCCC3)cc2)cs1
  A: -9 | B: -4 | C: 12 | D: -4

> COc1ccc(OC)c(N(CC(=O)Nc2cccnc2)S(=O)(=O)c2ccc(C)cc2)c1
  A: 10 | B: 10 | C: 23 | D: 10

> Cc1cc(=O)oc(C)c1C(=O)Nc1cccc2ccccc12
  A: 0 | B: 19 | C: 22 | D: 19

> CCCN(CCC)CCNC(=O)C1CCN(Cc2nc(-c3ccc(Cl)cc3)oc2C)CC1
  A: 4 | B: -6 | C: x | D: x

> CCC(=O)Nc1cccc(C(=O)c2ccccc2)c1
  A: 16 | B: 31 | C: 4 | D: 31

> CSc1nc(NC(C)=O)nc(C)c1Br
  A: 6 | B: -14 | C: -2 | D: -14

> COC(=O)c1sc(=S)n(-c2ccccc2)c1N
  A: 3 | B: -10 | C: 34 | D: -10

> Cc1ccc(S(=O)(=O)N2CCCCC2C(=O)N2CCN(C)CC2)cc1 (stereo unspecified)
  A: 12 | B: 8 | C: 9 | D: 8

> CC(C)c1nc(NCCN2CCOCC2)c(C#N)c2c1COC(C)(C)C2
  A: 14 | B: -12 | C: 29 | D: -12

> COc1ccc(-c2cc(-c3ccccc3)c(C#N)c(S(C)(=O)=O)n2)cc1
  A: -6 | B: 17 | C: 16 | D: 17

> COc1cc(C)c(CNC2CCCCC2)cc1C
  A: 6 | B: 8 | C: 19 | D: 8

> Cc1ccc(N2CC(C(=O)Oc3cccc(N4C(=O)CCC4=O)c3)CC2=O)cc1 (stereo unspecified)
  A: 8 | B: -8 | C: -20 | D: -8

> Cn1c(SCc2ccccc2)nnc1-c1ccncc1
  A: 6 | B: -10 | C: 29 | D: -10

> Cc1ccc(-c2nnn(CC(=O)N(Cc3cccs3)C(C(=O)NC3CCCC3)c3ccncc3)n2)cc1 (stereo unspecified)
  A: x | B: x | C: 3 | D: x

> CCC(=O)N1CCc2cc(S(=O)(=O)CCC(=O)Nc3ccc(C)c(F)c3)ccc21
  A: 15 | B: -8 | C: -14 | D: -8

> CS(=O)(=O)c1sc2nc(-c3ccccc3)cc(-c3ccccc3)c2c1N
  A: -3 | B: 19 | C: 15 | D: 19

> COc1ccccc1N1CCN(S(=O)(=O)c2ccc(Cl)s2)CC1
  A: 1 | B: -11 | C: 19 | D: -11

> CCOC(=O)CSc1nnc(CNc2ccc(Cl)cc2)n1-c1ccccc1
  A: -3 | B: 0 | C: 5 | D: x

> CCOC(=O)c1cc2c(ccn2C)n1CC(=O)N1CCC(C)CC1
  A: -21 | B: 5 | C: 17 | D: 5

> Cc1ccc2c(c1)C1(OCCO1)C(=O)N2
  A: 21 | B: 14 | C: 24 | D: 14

> c1ccc(-c2nnc3sc(-c4ccncc4)nn23)cc1
  A: 1 | B: 15 | C: 22 | D: 15

> O=C(Nc1ccccc1C(=O)O)c1ncn[nH]1
  A: -19 | B: 8 | C: -27 | D: 8

> CCOc1ccc(OCCSc2nc3ccccc3o2)cc1
  A: 19 | B: 19 | C: 6 | D: 19

> CCOc1c(Br)cc(C(N)=O)cc1OC
  A: 12 | B: -18 | C: 28 | D: -18

> Cc1ccc(C)c2[nH]c(=O)c(CN(CCCN(C)C)C(=O)NCc3ccccc3)cc12
  A: -10 | B: -11 | C: 23 | D: -11

> CCOC(=O)N1CCC(NC(=O)C2CCN(S(=O)(=O)c3cnc[nH]3)CC2)CC1
  A: 16 | B: 24 | C: 23 | D: 24

> O=C(NCc1ccccn1)c1cc2n(n1)C(C(F)(F)F)CC(c1ccco1)N2 (stereo unspecified)
  A: 2 | B: 7 | C: x | D: x

> N#CC1=C(N)Oc2cc3c(cc2C1c1ccc(Cl)cc1)OCO3 (stereo unspecified)
  A: 15 | B: -4 | C: 11 | D: -4

> Cc1occc1-c1nnc(SCC(=O)c2ccc(Cl)cc2)n1C
  A: 18 | B: -9 | C: 28 | D: -9

> N#Cc1nc(COc2cccc(Cl)c2)oc1NCc1ccncc1
  A: 15 | B: 9 | C: 5 | D: 9

> COc1ccc(CN2CCCCCC2)c(C)c1C
  A: -5 | B: 12 | C: -11 | D: 12

> O=C(CSc1nnc(-c2cc3ccccc3cc2O)n1Cc1ccco1)N1CCc2ccccc2C1
  A: 11 | B: 8 | C: 6 | D: 8

> CCOC(=O)c1cc(CC)sc1NC(=O)C1CC1
  A: 18 | B: 16 | C: 24 | D: 16

> O=C(NCc1cccnc1)C1CCCN(S(=O)(=O)c2cccc3nsnc23)C1 (stereo unspecified)
  A: 17 | B: 21 | C: 24 | D: 21

> Cc1ccc(-c2nnc(COc3cccc(-n4cnnn4)c3)o2)cc1
  A: -8 | B: -60 | C: 32 | D: -60

> OC(COCC1COc2ccccc2O1)CN1CCc2ccccc2C1 (stereo unspecified)
  A: 12 | B: 4 | C: x | D: x

> CN1CCN(c2nc(-c3ccccc3)cc(C(F)(F)F)n2)CC1
  A: -12 | B: 17 | C: 30 | D: 17

> Cc1ccc(S(=O)(=O)NCc2nnc(SCC(=O)Nc3cccc(C)c3C)n2C)cc1
  A: -12 | B: 18 | C: x | D: x

> Cc1noc(C)c1S(=O)(=O)N1CCC(Cc2ccccc2)CC1
  A: -26 | B: -10 | C: 9 | D: -10

> Cc1ccc2c(c1)c1ncnc(N3CCN(c4ccccc4)CC3)c1n2C
  A: -4 | B: -5 | C: 11 | D: -5

> COc1cccc(C(=O)N(C)c2nnc(-c3ccncc3)s2)c1
  A: -8 | B: 0 | C: 21 | D: x

> COc1ccc(-n2nnc3c(=O)n(Cc4cccc(C)c4)cnc32)cc1
  A: 7 | B: 22 | C: 16 | D: 22

> CC1(C)CC(=O)C(C(=O)/C=C/NCCc2ccccc2)C(=O)C1
  A: 7 | B: 14 | C: x | D: x

> COc1ccc(CNC(=O)c2c(C)cc(=O)oc2C)cc1OC
  A: 4 | B: 16 | C: 6 | D: 16

The list continues:
Keys: A = Yeast tox; B = Yeast tox inhibition %; C = eIF2B yeast act; D = eIF2B yeast act mutant toxicity
> CCC(C)(C)n1nnnc1C(c1cc2cc(C)cc(C)c2[nH]c1=O)N1CCN(Cc2ccc3c(c2)OCO3)CC1 (stereo unspecified)
  A: 11 | B: 7 | C: x | D: x

> CCOC(=O)c1cnc2c(C(=O)OC)cccc2c1NCCN1CCOCC1
  A: -5 | B: 8 | C: 21 | D: 8

> CCN1CCN(Cc2cccc(Oc3ccc(Cl)cc3)c2)CC1
  A: 8 | B: 10 | C: 20 | D: 10

> CCCCOCC(O)CN1CCN(C(C)=O)CC1 (stereo unspecified)
  A: 4 | B: -9 | C: 2 | D: -9

> NC(=O)c1cc(N)ccc1N1CCCC1
  A: 25 | B: 5 | C: 4 | D: 5

> CSc1ccc(C2C(C#N)=C(N)N(c3ccccc3)C3=C2C(=O)CCC3)cc1 (stereo unspecified)
  A: 5 | B: 11 | C: 17 | D: 11

> CCCCCCc1cc2cc(-c3nnc(-c4ccccc4)o3)c(=O)oc2cc1O
  A: 7 | B: 15 | C: 9 | D: 15

> O=C1c2ccccc2C(=O)N1CCc1nn[nH]n1
  A: -6 | B: 10 | C: 16 | D: 10

> CCCC(=O)OCCNC(=O)c1cc2ccccc2oc1=O
  A: 21 | B: 9 | C: 26 | D: 9

> Cn1c(C(=O)N2CCCC(C(=O)NCCc3ccccc3)C2)cc2sccc21 (stereo unspecified)
  A: 9 | B: 21 | C: -36 | D: 21

> Cc1ccc(SCc2cc(=O)[nH]c(N3CCN(Cc4ccc5c(c4)OCO5)CC3)n2)cc1
  A: -17 | B: -5 | C: 60* | D: x

> CCn1c(SCC(=O)c2ccccc2)nnc1-c1cc2cc(Br)ccc2o1
  A: -13 | B: -4 | C: x | D: x

> CCOc1ccc(NS(=O)(=O)c2ccc(SC)cc2)cc1
  A: -11 | B: 5 | C: 28 | D: 5

> Cc1ccc2nc(NC(=O)CN3CCOCC3)sc2c1
  A: 17 | B: 26 | C: -22 | D: 26

> Cc1c(NC(=O)N2CCCCCC2)c(=O)n(-c2ccccc2)n1C
  A: 5 | B: 12 | C: 17 | D: 12

> Cc1ccc(N=Nc2c(C)[nH][nH]c2=O)c(C)c1
  A: 16 | B: 19 | C: 6 | D: 19

> CCc1ccc(O)c(N=Cc2ccccc2O)c1
  A: 12 | B: -4 | C: 16 | D: -4

> COCCN(Cc1ccccc1)P(=O)(O)c1ccccc1OCC(=O)O
  A: 1 | B: -5 | C: 21 | D: -5

> Cc1cccc(N(C2C=CS(=O)(=O)C2)S(=O)(=O)c2ccccc2)c1 (stereo unspecified)
  A: 9 | B: -7 | C: 12 | D: -7

> COc1ccc(OC)c(C2=C[N+](=O)C(C)(C)C(C)(C)N2[O-])c1
  A: -4 | B: 20 | C: -25 | D: 20

> Cn1c(=O)c2c(ncn2CC(=O)Nc2ccccc2N2CCOCC2)n(C)c1=O
  A: 14 | B: -14 | C: 11 | D: -14

> CCOc1cccc(C(=O)Nc2nnc(-c3ccco3)s2)c1
  A: 1 | B: 3 | C: 33 | D: 3

> Cc1ccc(S(=O)(=O)NCCCNC(=O)N2CCOCC2)cc1
  A: 2 | B: 17 | C: 3 | D: 17

> CCn1c(SCc2cccc(C)c2)nnc1-c1ccccc1
  A: -16 | B: 0 | C: 3 | D: x

> CCOc1ccccc1N(CC(=O)Nc1cccnc1)S(C)(=O)=O
  A: 14 | B: 18 | C: x | D: x

> CC(C)c1ccc(-c2c(C#N)c(N)nc3c2CCCCC3)cc1
  A: 14 | B: 14 | C: 24 | D: 14

> CCOc1cc(/C=N/O)cc(Br)c1OCC
  A: -12 | B: -7 | C: -12 | D: -7

> Cc1ccc(S(=O)(=O)NC2(C(=O)O)CCCCC2)cc1
  A: 13 | B: 13 | C: 11 | D: 13

> Nc1c(C(=O)NCc2ccc3c(c2)OCO3)nnn1-c1ccc(OC(F)(F)F)cc1
  A: -21 | B: -11 | C: x | D: x

> CCCCCN1CC(O)=C(c2nc(-c3ccc(Cl)cc3)cs2)C1=N
  A: -10 | B: -10 | C: -53 | D: -10

> CCc1cc(/C(Cc2ccccn2)=N\O)c(O)cc1O
  A: 8 | B: 13 | C: x | D: x

> Cc1ccc(/C(O)=C/C(=O)C(=O)NNC(=O)C(O)(c2ccccc2)c2ccccc2)cc1
  A: x | B: x | C: 23 | D: x

> CC1(C)CC(=O)C(C=NCc2ccc3c(c2)OCO3)=C(O)C1
  A: 13 | B: -12 | C: 13 | D: -12

> CCCCn1nnc(NC(=O)COc2ccc(Cl)c(C)c2)n1
  A: 5 | B: 10 | C: -9 | D: 10

> O=C(N1CCOCC1)N1CCN(C(=O)N2CCOCC2)CC1
  A: -21 | B: 0 | C: 55 | D: x

> CCn1c(SCC(=O)Nc2nc(C)cs2)nnc1C(C)NC(=O)c1ccccc1 (stereo unspecified)
  A: -11 | B: 2 | C: 8 | D: 2

> O=C(CCSc1nnc(-c2ccncc2)o1)Nc1ccc(F)cc1
  A: 11 | B: 13 | C: -6 | D: 13

> Cc1onc(-c2ccccc2)c1-c1n[nH]c(=S)n1-c1ccccc1Cl
  A: 17 | B: -24 | C: -10 | D: -24

> CCCCOc1ccc(C2OC34CCCCC3C(C#N)(C#N)C2(C#N)C(=N)O4)cc1 (stereo unspecified)
  A: 10 | B: 0 | C: -68 | D: x

> CCOC(=O)c1oc2ccccc2c1N
  A: 2 | B: -10 | C: 10 | D: -10

> CCOc1cccc(-c2nnc3sc(-c4cc(OC)c(OC)c(OC)c4)nn23)c1
  A: 7 | B: 24 | C: -20 | D: 24

> O=C1OCCC1Sc1nnnn1-c1ccccc1 (stereo unspecified)
  A: 12 | B: 5 | C: -3 | D: 5

> Cc1ccc2nc(SCCC(=O)O)cc(C)c2c1
  A: 21 | B: 0 | C: 26 | D: x

> O=C(C1CCC(Cn2c(=S)[nH]c3ccccc3c2=O)CC1)N1CCN(c2ccccc2)CC1 (stereo unspecified)
  A: -20 | B: 5 | C: -10 | D: 5

Not all compounds are listed; count on the stated rates, not on these rows.
